VCAM1 TNFa inh: reduces TNF alpha induced VCAM1 expression in HUVEC. HUVEC TNFa-induced VCAM-1 immunofluorescence, high-content imaging. inhibition, % at 2 µM. actives 0.48% (n = 95,000). AID 802;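 active means inhibition above the batch mean plus 3 SD, with images confirmed as a hit by eye, cut at about 37% in these data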;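 further: 0% = TNF-stimulated DMSO wells and 100% = unstimulated control wells; not every result past the cut was called active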
DAT uptake mod: changed human dopamine transporter uptake under cocaine IC80; B-score at 10 µM; Q01959; AID 449768; actives 1.3% (n = 110,000); LLC-PK1 hDAT cells, [14C]-dopamine uptake with cocaine IC80; actives deviate in either direction;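 active means Z score or B-score, a plate-position-corrected score, falls beyond the plate's 99.7% confidence bounds, in either direction; inactive means both scores lie inside the 99.7% bounds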;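 further: scored against the spread of the other compound wells on the same plate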
Target sequence (Q01959 whole entry, looked up): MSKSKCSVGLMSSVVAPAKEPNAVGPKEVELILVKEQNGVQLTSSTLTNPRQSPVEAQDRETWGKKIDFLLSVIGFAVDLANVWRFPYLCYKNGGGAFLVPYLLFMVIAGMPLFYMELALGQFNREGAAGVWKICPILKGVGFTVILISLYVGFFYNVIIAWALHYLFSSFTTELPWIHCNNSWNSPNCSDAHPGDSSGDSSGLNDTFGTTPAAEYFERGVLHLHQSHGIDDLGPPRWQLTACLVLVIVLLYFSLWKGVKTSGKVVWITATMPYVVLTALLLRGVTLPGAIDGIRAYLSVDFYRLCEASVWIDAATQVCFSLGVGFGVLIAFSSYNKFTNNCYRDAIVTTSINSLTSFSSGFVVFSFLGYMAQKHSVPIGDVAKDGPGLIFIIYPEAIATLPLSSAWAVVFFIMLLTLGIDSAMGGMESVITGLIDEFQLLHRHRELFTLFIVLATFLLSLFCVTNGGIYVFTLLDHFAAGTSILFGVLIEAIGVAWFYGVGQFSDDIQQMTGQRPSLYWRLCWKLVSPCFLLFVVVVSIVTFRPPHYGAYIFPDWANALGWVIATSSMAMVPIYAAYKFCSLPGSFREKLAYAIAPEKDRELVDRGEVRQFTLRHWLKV
cytoskel mod: modifiers of cytoskeleton assembly; HUVEC TNFa F-actin phalloidin imaging, high content; actives 0.18% (n = 91,000); AID 836; inhibition, % at 2 µM;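 active means inhibition above the batch mean plus 3 SD and confirmed as a hit by visual image inspection, cut at about 30% in these data, passing the limit was not always enough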; further: strong numbers were not always called active
MT1-MMP txn act: activates MT1-MMP transcription; HT1080 MT1-MMP promoter luciferase reporter, luminescence, overnight; hits give high values; activation factor at 10 µM; actives 0.16% (n = 86,000); AID 750;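 active means activation factor of at least 2 for MT1-MMP transcription at 10 µM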
HUVEC tox IL1B: toxic to HUVEC cells under IL-1B stimulation; HUVEC cell count loss, Hoechst imaging, IL-1B stimulated; cell count reduction, % at 2 µM; actives 0.41% (n = 94,000); AID 845;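 active means cell count reduction more than 3 SD above the screen-wide mean, cut at about 70% in these data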;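 further: normalized per plate to untreated control cells as the no-loss baseline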
Candida biofilm: kills Candida albicans biofilms | C. albicans biofilm + clotrimazole, Alamar Blue | actives 0.14% (n = 85,000) | AID 834 | inhibition, % at 6 µM;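 active means inhibition above 20%; inactive means inhibition below 20%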;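 further: preformed 24 hr biofilms exposed to compound for 48 hr; 0% = biofilm without compound and 100% = blank killed by clotrimazole plus chlorhexidine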
Smad3 inh: Smad3 (human) transcription factor binding inhibition | inhibition, % at 25 µM | TR-FRET Smad3/Dy647-FoxH1 peptide binding, europium anti-His | P84022 | actives 0.29% (n = 88,000);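 active means compounds that reduce the energy-transfer binding signal between the protein and its labelled peptide by more than half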;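 further: 0% = Smad3 plus labelled peptide maximal FRET and 100% = peptide-only background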
HUVEC tox TNFa: toxic to HUVEC cells under TNF alpha stimulation; HUVEC TNFalpha-stimulated, Hoechst cell count, imaging; cell count reduction, % at 2 µM; actives 0.17% (n = 93,000);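 active means cell count reduction exceeding the screen mean by over 5 SD, scaled to untreated wells per plate, cut at about 78% in these data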;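 further: cells counted after 24 h of TNF alpha exposure following the 1 h pretreatment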
PTPN22 inh 2: inhibitors of human LYP (PTPN22) phosphatase; Q9Y2R2; inhibition, % at 2 µM; actives 0.21% (n = 96,000); recombinant LYP catalytic domain, DiFMUP fluorescence; AID 640;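 active means inhibition at 2 µM at or above a set limit, the screen mean plus 3 SD, cut at about 24% in these data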;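 further: 0% = DMSO with enzyme and 100% = enzyme fully blocked by orthovanadate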
Starred values were filed as active, the others as inactive; x = no result given; [ ] = remark or other dose. These rows are one share of the data; the hit share may differ from the screen's.

Compound,VCAM1 TNFa inh,DAT uptake mod,cytoskel mod,MT1-MMP txn act,HUVEC tox IL1B,Candida biofilm,Smad3 inh,HUVEC tox TNFa,PTPN22 inh 2
Cc1cccc(C)c1NC(=O)CSc1nnc(-c2ccoc2C)n1CCc1ccccc1,25,1.4,-2,1.1,-27,8,6,7,6
COc1ccc(C(C(=O)NC2CCCCC2)N(C(=O)Cc2c[nH]c3ccccc23)c2ccc(NC(C)=O)cc2)cc1OC (stereo unspecified),12,-0.19,-16,x,-20,x,x,-14,-6
CCOC(=O)/C(C#N)=C1/C=CN(Cc2ccccc2)C=N1,-18,-0.13,-32,1,19,5,2,25,2
COc1ccc(S(=O)(=O)N(Cc2cc3cc(C)ccc3[nH]c2=O)CC2CCCO2)cc1 (stereo unspecified),12,0.11,-6,1.1,6,4,4,-10,2
Brc1ccc(-c2nnc3sc(CN4CCN(c5ccccc5)CC4)cn23)cc1,x,-0.59,x,1,x,6,2,x,x
COCc1nnc(NC(=O)CC(C)C)s1,14,-0.015,15,1.3,0,-1,-3,-36,-8
O=C(N/N=C/c1cccc([N+](=O)[O-])c1)c1ccc2nc[nH]c2c1,5,-0.92,3,1,-3,4,12,-33,-1
Cc1ccc(S(=O)(=O)Cn2nnnc2C(C)N2CCN(C(=O)c3ccco3)CC2)cc1 (stereo unspecified),4,0.59,46,1.1,14,5,5,-17,5
COc1ccc(Oc2nccc(-c3ccc(Cl)cc3)n2)cc1,-9,-0.97,4,x,3,x,x,-21,-6
O=C1CCCCC1C(Nc1ccc(Br)cc1)c1ccccc1 (stereo unspecified),0,x,9,x,-11,x,x,-8,11
Cc1ccc(-n2c(C)cc(/C=N/NC(=O)CN(c3ccc(C)cc3C)S(C)(=O)=O)c2C)cc1,-11,0.012,-11,x,-2,x,x,-14,-4
COc1ccc2c(c1OC)C(=O)NC(C)=C(C(=O)OC(C)(C)C)C2O (stereo unspecified),x,-0.44,x,1.1,-14,6,-4,x,2
COc1cc2c(C)nc3onc(-c4ccccc4)c3c2cc1OC,0,0.069,-14,1,-4,6,4,-4,0
O=C(Nc1cnc2ccccn2c1=O)c1ccc(F)cc1,-11,-0.6,1,1.4,-37,7,31[fluorescence artefact?],-23,-10
COc1ccccc1N1CCN(C(=O)c2ccc(S(=O)(=O)N3CCCC3)cc2)CC1,5,0.23,5,1.1,7,-3,-16,-12,-16
Cc1nc(Oc2ccccc2)c2oc3ccccc3c2n1,-7,-0.71,-17,1.1,14,-1,6,5,6
CCC(=O)Nc1ccc(C(=O)Nc2cc(C)on2)cc1,-46,0.078,-6,x,8,x,x,-26,-3
Cc1ccccc1OCc1nc(-c2ccccc2)no1,-5,-0.12,-12,1.5,12,6,7,24,-8
Cc1ccc(NC(=O)CNc2ccc(OC(C)C)cc2)cc1,13,0.12,1,1.3,-12,2,-6,-18,9
CCCn1c(NC(=O)c2cccc(S(=O)(=O)N3CCCC3)c2)nc2ccccc21,x,-0.32,x,1.1,x,9,2,x,x
CCc1nc(SC)[nH]c(=O)c1C,5,0.4,20,1.2,7,11,12[fluorescence artefact?],-21,-7
Cc1nc(N2CCOCC2)nc(N2CCN(c3ccccc3)CC2)c1[N+](=O)[O-],14,0.64,15,x,14,x,x,-27,6
CCCn1c2c(c(O)c(C(=O)Nc3ccc(OCC)cc3)c1=O)CCCC2,4,x,6,1.4,3,8,14,-9,4
COc1ccc(C2=NOC(C(=O)O)C2)cc1 (stereo unspecified),25,-0.34,1,x,0,x,x,-3,-13
Cn1c(SCC(=O)N2CCCCC2)nc2cccnc21,8,-0.92,8,1.3,-6,2,7,31,1
OCc1nc2ccccc2n1CC(O)COc1ccccc1 (stereo unspecified),-6,-0.13,9,1.1,-4,6,-4,-14,-7
O=C(CCCCCN1C(=O)c2ccccc2C1=O)Nc1ccc(S(=O)(=O)N2CCCCC2)cc1,25,-0.84,-18,1,-1,-2,6,3,0
COC(=O)c1cc(NCc2c(F)cccc2Cl)ccc1N1CCOCC1,4,0.043,11,1,x,x,x,-21,7
Cc1ncoc1C(=O)Nc1ccc2c(c1)OCCO2,-81,-1.6,27,1.3,-31,0,13,-35,-6
COc1ccc(Nc2cc(C(=O)NCCCN3CCOCC3)c3ccccc3n2)cc1OC,17,0.23,35*,1,-6,8,6,-24,7
CC12CN3CC(C)(CN(C1)C3c1cc(Br)ccc1O)C2=O (stereo unspecified),-7,-0.2,3,1.2,-24,x,-6,0,10
COc1ccc(C(=O)NCc2ccc(-c3nc4ccccc4s3)cc2)cc1OC,-8,0.24,-5,x,9,x,x,-18,6
O=C(Nc1cccc(-c2nc3ccccc3[nH]2)c1)c1ccco1,14,1.6,46,1,-14,6,8,-22,-1
O=C(Cn1nnc(-c2cccc(C(F)(F)F)c2)n1)N1CCCCCC1,-11,x,-4,1.1,-85,0,-8,2,23
CN1CC(=O)NC1=NC(=O)C12CC3CC(CC(C3)C1)C2,0,0.07,3,1,18,x,x,16,14
CCOC(=O)N1CCC(NC(=O)Cn2cccc2C(=O)c2ccccc2C)CC1,0,-0.54,20,1,-38,1,5,-42,-6
O=S(Cc1ccc(Cl)cc1)CC(O)COCc1ccc(Cl)cc1 (stereo unspecified),-18,2.2,-4,1.1,-9,8,-5,4,-3
Cn1c(=O)oc2cc(S(=O)(=O)NC3CCCc4ccccc43)ccc21 (stereo unspecified),-12,0.042,7,1.1,-10,7,-10,-31,-7
CCOC(=O)N1CCN(C(=O)c2ccc(CS(=O)(=O)c3ccccc3OC)o2)CC1,10,0.056,-7,1.2,-7,1,-5,-10,-7
Cc1ccc(NS(=O)(=O)c2cccc(C(=O)O)c2)c(C)c1,12,0.047,-28,1.1,-10,12,-4,11,-2

(list continues)
Screens in order: VCAM1 TNFa inh	DAT uptake mod	cytoskel mod	MT1-MMP txn act	HUVEC tox IL1B	Candida biofilm	Smad3 inh	HUVEC tox TNFa	PTPN22 inh 2
CCOC(=O)CSc1nnc(SCCN2C(=O)c3ccccc3C2=O)s1
  18	x	1	1.2	-3	5	9	-5	1
Cc1cccc(NC(=S)NN(Cc2ccccc2)c2ccccc2)c1C
  17	0.48	10	x	-16	x	x	-20	-1
CCOc1ccccc1CNc1ccc(N2CCOCC2)c(C(=O)O)c1
  0	0.016	-5	1.1	-10	1	18	-11	1
CSCc1c(C(=O)NC2CCCc3ccccc32)oc2ccccc12 (stereo unspecified)
  4	0.21	-14	x	-6	x	x	-14	-13
CC(=O)C1=C(O)C(=O)N(CO)C1c1ccccc1F (stereo unspecified)
  x	-0.82	x	1.1	x	8	3[fluorescence artefact?]	x	x
Cc1ccc(Cl)cc1N1CCN(C(=O)Cn2ccc3ccccc3c2=O)CC1
  8	0.13	-16	0.9	-9	4	4	-31	3
CCc1cc2c(=O)[nH]c(N3CCOCC3)nc2s1
  0	0.55	12	1.4	16	7	4	-1	-1
COc1cc(NS(=O)(=O)c2ccc(NC(=O)C3CCCO3)cc2)nc(OC)n1 (stereo unspecified)
  7	-0.18	-20	1.1	-12	-2	-10	1	-5
CCn1c(CSc2nc(C)cs2)nc2cc(S(=O)(=O)N(C)C)ccc21
  x	-0.72	16	1	-8	7	-5	x	1
CCOc1ccc(N(CC(=O)O)S(=O)(=O)c2cccnc2)cc1
  10	1.4	0	1	-53	16	-9	-10	1
Cc1ccc(C(=O)Nc2cnc3ccccc3c2)cc1
  -12	-0.83	-15	x	1	3	2	-8	4
C=C(C)[C@H]1CC=C(C)/C(=N/NC(=O)CNc2ccccc2OC)C1
  0	0.16	x	x	1	x	x	1	-4
O=P(CO)(Cc1ccccc1)Cc1ccccc1
  x	0.0096	x	1.1	x	8	18	x	x
Cc1nnc(-c2ccccc2)nc1N1CCOCC1
  7	-0.95	2	x	-74	x	x	-26	1
CCN(CC)CCCNC(=O)c1cn(CCOC)c(=O)c2c1c1ccccc1n2C
  9	0.82	-11	1	-4	3	-3	10	-2
CCc1nc2ccc(C(=O)NCc3ccco3)cc2nc1CC
  1	0.51	-52	1.1	-3	8	8	1	-2
Cc1nnc(NC(=O)c2c(F)cccc2F)s1
  7	-0.32	-12	x	14	3	0	-10	-7
O=C1c2ccccc2C(=O)N1CCCOCc1c[nH]c(=O)[nH]c1=O
  x	0.5	x	1.1	x	0	-4	x	x
O=c1c2c(nc3cc(-c4ccc(F)cc4)[nH]n13)CCCC2
  16	-0.57	-27	x	-6	4	2	-27	-4
Clc1ccc(Cc2nc(-c3cccnc3)no2)cc1
  -5	-0.55	4	x	-42	x	x	-5	-3

Sorted by value in PTPN22 inh 2 (lowest first): some entries from above
Molecule,PTPN22 inh 2
CSCc1c(C(=O)NC2CCCc3ccccc32)oc2ccccc12 (stereo unspecified),-13
COc1ccc(C(C(=O)NC2CCCCC2)N(C(=O)Cc2c[nH]c3ccccc23)c2ccc(NC(C)=O)cc2)cc1OC (stereo unspecified),-6
Cc1nnc(-c2ccccc2)nc1N1CCOCC1,1
CN1CC(=O)NC1=NC(=O)C12CC3CC(CC(C3)C1)C2,14

More structures follow:
Screens in order: VCAM1 TNFa inh	DAT uptake mod	cytoskel mod	MT1-MMP txn act	HUVEC tox IL1B	Candida biofilm	Smad3 inh	HUVEC tox TNFa	PTPN22 inh 2
O=C(CSc1nnnn1-c1ccccc1)CSc1nnnn1-c1ccccc1
  0	1.4	-12	1.2	x	x	x	-5	-11
COCCN(C(=O)CNC(=O)c1cccs1)C(C(=O)NC1CCCCC1)c1ccco1 (stereo unspecified)
  -6	-0.42	10	1.2	9	9	-6	-14	7
O=C(CCS(=O)(=O)c1cccc2nonc12)N1CCN(c2ccc(F)cc2)CC1
  x	0.036	x	1.1	x	-1	-1	x	x
Cc1ccc(Nc2cc(C)nn2-c2nc(C)cc(C)n2)cc1
  -6	-0.42	26	1.1	11	3	10	-15	0
O=C(c1ccc(=O)[nH]c1)N(Cc1ccco1)C1(C(=O)NC2CCCCC2)CCCCC1
  x	1.1	x	1.1	x	2	-4	x	x
CN1CCN(C(=O)CN(CCc2ccccc2)S(C)(=O)=O)CC1
  -5	-0.75	-8	1.2	-87	7	2	-15	2
CSCCC(NC(C)=O)C(=O)Oc1ccc2c3c(c(=O)oc2c1)CCCC3 (stereo unspecified)
  x	-0.35	x	1	x	6	-2	x	x
CCOC(=O)N1CCC(n2c(SCC(=O)NCCC3=CCCCC3)nc3ccccc3c2=O)CC1
  -8	0.082	-17	1.2	27	-1	-1	15	6

Bioassay records deposited in PubChem BioAssay by several laboratories.
